Rin1-Abl PPI inh = inhibitors of human Rin1-Abl protein interaction. P00519+Q13671. TR-FRET Rin1/Abl binding, biochemical. inhibition, % at 7.35 µM. actives 0.4% (n = 360,000). AID 588664; in the data active = inhibition above about 5%, passing the limit was not always enough
CSN deneddyl inh = CSN deneddylation inhibition | Q92905 | Purified CSN, SCF-Nedd8-OG deneddylation, fluorescence polarization | inhibition, % at 12.5 µM | actives 0.38% (n = 360,000) | AID 651999;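 active = pattern-corrected inhibition above about 35%, with an unprinted fluorescence ratio check between 0.5 and 1.5, limit read from the data, passing the limit was not always enough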;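 also: 0% = enzyme with substrate and 100% = substrate without enzyme; some results filed as inactive read as strong as hits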
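Assay system: purified human Csn5 enzyme expressed in HEK293T cells; measure: % inhibition; also added: SCFSkp2-Nedd8OG substrate at 10 nM final; technique: fluorescence polarization; times: reaction 90 min, room temperature; medium: Tris buffer pH 7.5, NaCl, DTT, Tween-20, trehalose, ovalbumin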
MLLE-PAM2 inh = blocks PAM2 peptide binding to the PABP1 MLLE domain. P11940. GST-MLLE / FITC-PAM2 fluorescence polarization. inhibition, % at 20 µM. actives 0.36% (n = 360,000); in the data active = inhibition above about 35%, passing the limit was not always enough;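 also: plate controls were DMSO wells with GST-MLLE for no effect and wells lacking GST-MLLE protein for full effect; some results filed as inactive read as strong as hits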
TbMetRS inhib = Trypanosoma brucei MetRS inhibition; purified T. brucei MetRS, ATP depletion, Kinase-Glo luminescence; inhibition, % at 11.9 µM; actives 0.4% (n = 360,000);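 active = inhibition above a per-plate cutoff of the control wells' mean inhibition plus 3 SD, cut at about 5.5% in these data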;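 also: 0% = DMSO wells median and 100% = median of wells with control inhibitor compound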
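technique = Kinase-Glo luminescence, ATP depletion format | system = purified MetRS (methionyl-tRNA synthetase) enzyme from Trypanosoma brucei | timing = 15 min preincubation, 2 h reaction, all 25 °C | evaluation = percent inhibition versus plate control medians | dosing = single dose, 11.9 µM final nominal, 0.9% final DMSO | also added = substrates ATP, L-methionine and bulk Escherichia coli tRNA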
Neddylation inh = cullin neddylation inhibition | calls only at 25 µM | actives 0.58% (n = 360,000) | TR-FRET cullin neddylation, biochemical; in the data active = inhibition above about 36%
FAS-TE inh = FAS thioesterase (human) inhibition. recombinant FAS-TE, OMFH fluorogenic substrate, fluorescence endpoint. inhibition, % at 15 µM. actives 0.67% (n = 360,000). AID 602261;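 active = compounds whose normalised, plate-corrected inhibition of enzyme fluorescence in the single-dose primary screen is 50% or more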;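 also: 0% = DMSO with enzyme and 100% = substrate without enzyme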
Target sequence (P49327 whole entry, looked up): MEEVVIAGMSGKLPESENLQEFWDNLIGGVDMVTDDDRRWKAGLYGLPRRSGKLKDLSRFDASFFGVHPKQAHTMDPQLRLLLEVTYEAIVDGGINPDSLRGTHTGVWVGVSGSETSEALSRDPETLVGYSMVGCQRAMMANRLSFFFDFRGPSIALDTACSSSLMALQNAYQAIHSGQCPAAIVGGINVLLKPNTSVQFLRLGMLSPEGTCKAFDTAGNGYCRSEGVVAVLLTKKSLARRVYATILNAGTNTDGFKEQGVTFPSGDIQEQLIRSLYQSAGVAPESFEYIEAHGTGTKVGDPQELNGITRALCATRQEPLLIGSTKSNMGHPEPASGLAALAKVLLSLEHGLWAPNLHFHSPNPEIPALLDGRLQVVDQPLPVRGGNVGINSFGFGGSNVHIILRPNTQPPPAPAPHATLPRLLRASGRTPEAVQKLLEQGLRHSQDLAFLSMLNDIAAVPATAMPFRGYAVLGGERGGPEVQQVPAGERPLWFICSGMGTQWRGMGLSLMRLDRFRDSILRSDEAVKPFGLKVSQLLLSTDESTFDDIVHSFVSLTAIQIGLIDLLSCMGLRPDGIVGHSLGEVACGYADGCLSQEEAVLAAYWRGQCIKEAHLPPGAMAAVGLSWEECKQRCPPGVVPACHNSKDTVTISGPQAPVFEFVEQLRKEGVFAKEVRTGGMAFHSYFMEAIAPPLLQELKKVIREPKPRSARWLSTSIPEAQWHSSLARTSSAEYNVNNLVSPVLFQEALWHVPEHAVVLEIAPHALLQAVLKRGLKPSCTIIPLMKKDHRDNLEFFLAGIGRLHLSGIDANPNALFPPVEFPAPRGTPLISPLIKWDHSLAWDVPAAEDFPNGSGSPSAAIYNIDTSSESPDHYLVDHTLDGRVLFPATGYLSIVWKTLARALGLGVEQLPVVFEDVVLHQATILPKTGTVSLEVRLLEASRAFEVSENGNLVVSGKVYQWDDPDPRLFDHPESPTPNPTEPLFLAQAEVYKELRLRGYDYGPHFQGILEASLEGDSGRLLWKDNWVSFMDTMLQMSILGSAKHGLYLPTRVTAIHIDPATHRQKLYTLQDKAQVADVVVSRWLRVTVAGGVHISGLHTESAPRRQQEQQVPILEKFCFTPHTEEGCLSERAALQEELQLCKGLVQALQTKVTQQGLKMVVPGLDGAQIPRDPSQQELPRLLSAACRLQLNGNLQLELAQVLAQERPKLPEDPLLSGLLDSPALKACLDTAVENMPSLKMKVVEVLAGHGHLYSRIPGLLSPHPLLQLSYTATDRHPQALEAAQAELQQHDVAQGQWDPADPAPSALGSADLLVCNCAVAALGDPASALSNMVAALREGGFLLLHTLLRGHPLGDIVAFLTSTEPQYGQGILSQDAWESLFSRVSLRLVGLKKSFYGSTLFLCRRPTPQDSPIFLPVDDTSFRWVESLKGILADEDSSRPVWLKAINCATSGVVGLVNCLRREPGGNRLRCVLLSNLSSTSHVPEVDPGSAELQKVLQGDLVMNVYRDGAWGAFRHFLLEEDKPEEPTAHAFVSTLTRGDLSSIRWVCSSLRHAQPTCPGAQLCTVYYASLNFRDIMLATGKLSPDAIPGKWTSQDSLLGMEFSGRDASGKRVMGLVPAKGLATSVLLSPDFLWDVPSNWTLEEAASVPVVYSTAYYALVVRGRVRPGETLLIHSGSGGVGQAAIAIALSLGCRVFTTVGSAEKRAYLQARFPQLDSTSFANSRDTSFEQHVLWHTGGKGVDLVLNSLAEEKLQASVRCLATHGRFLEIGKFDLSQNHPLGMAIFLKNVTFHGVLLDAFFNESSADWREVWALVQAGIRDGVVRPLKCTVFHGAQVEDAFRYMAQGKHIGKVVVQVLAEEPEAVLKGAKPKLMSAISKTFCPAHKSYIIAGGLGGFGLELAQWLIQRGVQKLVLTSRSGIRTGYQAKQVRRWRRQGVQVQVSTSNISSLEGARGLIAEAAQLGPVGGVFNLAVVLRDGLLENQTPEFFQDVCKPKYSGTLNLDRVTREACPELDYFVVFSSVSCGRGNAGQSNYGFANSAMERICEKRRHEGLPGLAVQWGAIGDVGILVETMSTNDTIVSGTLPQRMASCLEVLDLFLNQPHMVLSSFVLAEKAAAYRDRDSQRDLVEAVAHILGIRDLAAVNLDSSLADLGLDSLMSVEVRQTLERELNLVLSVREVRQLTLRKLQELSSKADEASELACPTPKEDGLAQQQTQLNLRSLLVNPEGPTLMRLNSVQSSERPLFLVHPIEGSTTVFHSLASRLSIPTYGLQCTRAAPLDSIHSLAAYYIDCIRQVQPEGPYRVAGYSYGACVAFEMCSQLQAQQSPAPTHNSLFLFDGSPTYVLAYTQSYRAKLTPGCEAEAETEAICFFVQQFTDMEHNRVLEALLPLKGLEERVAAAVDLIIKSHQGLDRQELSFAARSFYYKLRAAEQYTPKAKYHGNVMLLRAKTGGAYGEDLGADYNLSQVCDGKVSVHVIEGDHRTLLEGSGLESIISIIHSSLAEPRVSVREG
MsrA inh = bovine MsrA inhibition. inhibition, % at 15.5 µM. purified bovine MsrA, absorbance read-out. AID 651718. actives 0.75% (n = 360,000); in the data active = inhibition above about 4.5%;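 also: 0% = vehicle wells with enzyme and 100% = reference inhibitor wells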
bovine MsrA act = activates bovine MsrA enzyme; purified bovine MsrA, absorbance read-out; activation, % at 10.6 µM; actives 0.3% (n = 360,000); AID 602163; in the data active = activation above about 7.5%;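 also: 0% = vehicle and 100% = reference activator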
eLon inh = inhibitors of E. coli Lon protease; AID 602123; purified E. coli Lon protease, fluorescence polarization; inhibition, % at 7.94 µM; actives 0.42% (n = 360,000); in the data active = inhibition above about 13%, passing the limit was not always enough;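 also: 0% = enzyme with probe and DMSO and 100% = no enzyme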
Active calls of the source: *; i = inactive; . = no result given; + = active, no number.

SMILES | Rin1-Abl PPI inh | CSN deneddyl inh | MLLE-PAM2 inh | TbMetRS inhib | Neddylation inh | FAS-TE inh | MsrA inh | bovine MsrA act | eLon inh
CCc1nnc(NC(=O)CSc2nnc(-c3ccc(NS(=O)(=O)c4ccccc4)cc3)o2)s1 | -5 | -1 | -16 | -0.9 | i | -11 | 2.1 | -8 | 10
Cc1ccc2c(c1)C(c1ccccc1)N(C(=O)c1ccc(S(=O)(=O)N3CCOCC3)cc1)CC(=O)N2 (stereo not drawn) | -4 | 1 | -2 | 0.4 | i | -8 | -1.7 | -2 | -8
COC(=O)c1ccc(C)c(-n2c(C)cc(C=O)c2C)c1 | -1 | -17 | -2 | -0.5 | i | -4 | 2.3 | -3 | -4
Cc1ccc(S(=O)(=O)NCCC(=O)N2CCN(C/C=C/c3ccccc3)CC2)cc1 | 1 | 1 | -12 | -0.5 | i | 2 | 0.5 | -7 | -2
COc1ccc(-n2c(C)cc(C(=O)COC(=O)Cn3cnc4ccccc43)c2C)cc1 | -3 | -1 | -31 | -1.8 | i | -18 | 0.1 | -7 | -13
Cc1ccc(CNC(=O)C2CCCCC2C(=O)O)cc1 (stereo not drawn) | -3 | 4 | 23 | 0.4 | i | -9 | 0.3 | -2 | 0
COC(=O)c1cc2c(cc1Cl)SC(=NCCCN1CCOCC1)NS2(=O)=O | 3 | 0 | 21 | 0.3 | i | -6 | -1.2 | -3 | 2
Cc1ccc(Oc2ccccc2NC(=O)CSCC(=O)Nc2cc(C)on2)cc1 | -2 | 0 | 6 | -0.2 | i | 4 | 1.4 | -2 | -2
COc1ccc(CNc2nc(NCc3ccc(OC)cc3)c3[nH]cnc3n2)cc1 | 2 | -4 | 4 | 0.2 | i | -14 | 0.1 | -3 | 1
O=C(O)/C=C/c1ccc(S(=O)(=O)Nc2cccnc2)cc1 | -1 | -4 | 7 | 1.4 | i | -7 | -0.1 | 0 | -15
Clc1ccc(-c2csc(N3CCN(c4ccccc4)CC3)n2)cc1 | 1 | 5 | 5 | -1.1 | i | 3 | 1.3 | -9 | -8
Cc1cccc(-n2nc3c(c2NC(=O)C(C)C)CSC3)c1 | 5 | 1 | 20 | 0.1 | i | -7 | -0.7 | -7 | 8
O=C(C1=NOC2(C1)C(=O)Nc1ccccc12)N1CCCC1 (stereo not drawn) | . | -1 | . | -0.5 | i | -8 | -0.4 | 1 | 3
CC(C)C(=O)Nc1ccc(C(=O)N/N=C/c2cc(Br)cc(Br)c2O)cc1 | 0 | 19 | -51 | 0.1 | i | 17 | -0.7 | -4 | 3
O=S(=O)(NC1CCCCCCC1)c1ccccc1 | 1 | -4 | 9 | -1.1 | i | -1 | 0.5 | -11 | 2
Cc1cccc(C(=O)NNC(=S)NC(=O)c2ccccc2)c1 | -1 | 103 | -4 | 1.3 | i | 0 | 3.0 | 1 | 2
COc1ccc(-c2cnc3c(NC(C)=O)cc(-c4ccc(S(C)(=O)=O)cc4)cn23)cc1OC | -1 | -1 | -25 | 0.0 | i | 3 | 0.8 | -2 | -3
O=C(O)c1cc(Cl)c2c(c1)[C@@H]1C=CC[C@@H]1[C@H](c1ccc(S(=O)(=O)N3CCOCC3)cc1)N2 | 0 | 17 | 24 | 0.5 | i | -3 | . | -6 | 9
CCC(C)(C)n1nnnc1C(C(C)C)N(CCN1CCOCC1)Cc1cc2cccc(C)c2[nH]c1=O (stereo not drawn) | -2 | 2 | 1 | -0.8 | i | -2 | 2.2 | -1 | -5
CC1=C(C(=O)OCc2ccccc2)C(c2ccc(C(F)(F)F)cc2)NC(=O)N1CCCCCC(=O)O (stereo not drawn) | 0 | 3 | 1 | -0.1 | i | 9 | 1.6 | 3 | 6
COc1ccc(C(C)C)cc1S(=O)(=O)N1CCN(C)CC1 | -2 | -6 | -7 | -0.7 | i | -10 | 0.3 | -4 | -8
O=[N+]([O-])c1cc(S(=O)(=O)N2CCCC2)ccc1NN=C1CCCC1 | -3 | -14 | 1 | 0.3 | i | 2 | -0.3 | -1 | 7
N#CCCN(Cc1ccccc1)C(=O)CCC(=O)c1ccc(F)cc1 | -1 | 2 | -24 | 0.1 | i | 1 | -0.7 | -2 | -37
O=C(COC(=O)c1ccc(O)cc1)NCc1ccc2c(c1)OCO2 | 0 | 1 | -4 | 0.1 | i | -6 | 3.2 | -2 | -10
Cc1cccc(-n2ccc(=O)c(C(=O)Nc3ccc(S(=O)(=O)Nc4nccc(C)n4)cc3)n2)c1 | -1 | 0 | 0 | -0.1 | i | -3 | 1.4 | -3 | -4
CN(CC(=O)OCC(=O)NC1CCCC1)S(=O)(=O)c1ccc(Cl)cc1 | 4 | -2 | -1 | -0.4 | i | -5 | 0.7 | -7 | -4
CCOC(=O)Cc1ncccc1C(=O)Nc1ccc(OC)cc1 | -2 | -2 | -7 | -0.5 | i | -3 | -0.2 | -11 | -7
COc1ccc2c(=O)c3c(=O)n(Cc4ccco4)c(-c4ccccc4)nc3oc2c1 | 2 | 7 | 15 | -0.7 | i | 6 | 2.1 | -3 | -10
OCc1ccccc1SSc1ccccc1CO | 1 | 2 | 41* | 0.0 | i | -3 | 0.7 | 11* | 2
COCCN(C(=O)CCCC(=O)Nc1ccccn1)C(C(=O)NC1CCCCC1)c1ccc(C)cc1 (stereo not drawn) | 1 | 3 | -4 | -0.7 | i | -5 | -0.3 | 3 | 3
Cc1cc(NC(=O)CSC2=NS(=O)(=O)c3cc(F)ccc3N2)no1 | 5 | 7 | 8 | -0.1 | i | -9 | -0.1 | 0 | -3
O=C(CN1C(=O)NC(c2ccccc2)(c2ccccc2)C1=O)NCc1cccs1 | 3 | 0 | 1 | -0.2 | i | -2 | 0.3 | -2 | -1
CCOC(=O)Nc1c(C(=O)OC)[nH]c2cccc(OC)c12 | -4 | 0 | 8 | -0.3 | + | -1 | 1.1 | 3 | 0
O=C(Nc1cc(Cl)c(Cl)cc1Cl)c1cccnc1 | 0 | -4 | 7 | 0.1 | i | 3 | -1.5 | -3 | -6
COc1ccccc1CCC(=O)Nc1ccc2c(c1)c(=O)n(C)n2-c1cccs1 | -3 | 2 | 4 | -0.4 | i | -1 | 0.1 | -6 | 0
OC1(c2cn(Cc3ccccc3)nn2)CCCCC1 | -4 | 0 | 14 | -0.9 | i | -8 | -0.1 | -3 | -8
CC1C/C(=N/NC(=O)c2cccc(F)c2)c2ccc(O)cc2C1 (stereo not drawn) | 0 | 7 | -3 | -0.4 | i | -7 | 1.9 | -2 | -7
CCn1c(SCc2ccc(C(=O)Nc3nccs3)cc2)nnc1-c1ccc(NC(C)=O)cc1 | 0 | 3 | -10 | 0.1 | i | -6 | -0.3 | 0 | 2
CC(C)C(C(=O)NC(C)(C)C)N1C(=O)c2ccccc2C1=O (stereo not drawn) | -1 | -3 | 5 | 0.1 | i | -9 | -0.3 | 0 | -2
Oc1cccc(CCc2ccccn2)c1 | 1 | 3 | -2 | -0.3 | i | -7 | -1.0 | -2 | 3
COc1cc(NS(=O)(=O)c2ccc(NC(=S)NC(=O)c3ccco3)cc2)nc(OC)n1 | -1 | -1 | 38 | 0.2 | i | -7 | 0.6 | -1 | -6
COc1ccc(Cc2nnc(NC(=O)Cn3cnc4c3c(=O)n(C)c(=O)n4C)s2)cc1 | -2 | 2 | -3 | -0.2 | i | -4 | 0.7 | -3 | 4
CC1CCCC(C)N1C(=O)COC(=O)c1ccc(Br)o1 (stereo not drawn) | -1 | 3 | 22 | -0.6 | i | -1 | -0.6 | -7 | 3
CC(=O)NCCC(=O)N1CCCC(CNC(=O)c2ccc(-c3ccccc3)cc2)C1 (stereo not drawn) | 1 | -5 | -4 | -0.5 | i | -6 | 1.2 | -4 | 2
CC(C)(C)c1ccc(C(=O)COC(=O)CN2C(=O)NC3(CCCC3)C2=O)cc1 | 4 | -2 | -4 | -0.2 | i | 9 | 0.4 | 1 | 3
CCCSc1nc2ccccc2n1CC(=O)O | 2 | -4 | -4 | -0.1 | i | -4 | -0.9 | -1 | -4
O=C1N(Cc2ccccc2)CC2(Br)COCOC12O (stereo not drawn) | 1 | 10 | -79 | -0.2 | i | -8 | -0.1 | -6 | 5
CC(C)CC(=O)N=C1SC2CS(=O)(=O)CC2N1CCc1ccccc1 (stereo not drawn) | -4 | 2 | 6 | -0.8 | i | 0 | 1.2 | -11 | -11
Cc1nnc2ccc(-c3cccc(NC(=O)c4ccco4)c3)nn12 | -4 | -2 | 13 | -0.1 | i | -3 | 0.3 | -1 | 1
Cc1ccc(OCCC(=O)OCC(=O)NC(=O)NCc2ccccc2)cc1 | -2 | 3 | -14 | -0.4 | i | -4 | -0.1 | -1 | -5
N#Cc1c(-c2ccccc2)nc(SCC(=O)N2c3ccccc3Sc3ccccc32)[nH]c1=O | -8 | 9 | 9 | -0.5 | i | 35 | 0.2 | -9 | -12
COc1ccc(CCn2cc(C#N)c(=O)[nH]c2=O)cc1OC | -2 | -6 | 2 | -0.5 | i | -4 | -1.0 | -1 | -3
Cc1ccccc1-c1nc(-c2ccc(Br)o2)no1 | 1 | 1 | -4 | 0.1 | i | 18 | -0.9 | -2 | 0
CCc1cc2c(=O)c(-c3cscn3)coc2cc1O | -1 | 3 | -6 | -1.2 | i | -2 | 1.0 | -5 | -2
Cc1ccc(S(=O)(=O)N(C)C)cc1NC(=O)CN1C(=O)NC(Cc2c[nH]c3ccccc23)C1=O (stereo not drawn) | 1 | 4 | -3 | 0.5 | i | -3 | 0.7 | -1 | 1
CCOc1ccccc1NC(=O)CNC(=O)Cc1ccccc1 | 0 | -1 | 6 | -0.8 | i | -3 | 0.6 | 2 | 3
C/C(=N\NC(=O)c1cccc(C)c1)c1cccc(NC(=O)c2ccco2)c1 | -3 | 2 | 2 | -0.7 | i | 2 | 0.1 | -3 | 15
C[C@H]1CN(S(=O)(=O)c2c(F)cccc2F)CCN1S(=O)(=O)c1ccc2c(c1)OCCO2 | 1 | -2 | 4 | -0.2 | i | 17 | -0.7 | -1 | 2
Cc1[nH]c2ccccc2c1C(=O)COC(=O)c1nccnc1N | 1 | 7 | -60 | -0.2 | i | -6 | 1.0 | -3 | -7
CC(C)OC(=O)c1ccc2nc3ccccc3nc2c1 | -4 | -2 | 3 | -0.7 | i | 6 | -0.1 | 0 | 2
O=C(C1=C[C@H](c2ccc3c(c2)OCO3)C[C@H](OCCCCO)O1)N1CCOCC1 | 1 | 2 | 13 | -0.3 | i | -8 | 0.5 | -4 | -3
CCN(Cc1ccccc1)C(=S)NC(=O)c1ccccc1Br | 1 | 2 | 13 | -1.2 | i | 0 | 1.4 | -5 | 9
COc1ccc(NC(=O)CNC(=O)N2CC(=O)Nc3ccccc32)cc1OC | 0 | -5 | -10 | -0.5 | i | -4 | -0.4 | 1 | -6

Looked up one by one from the entries so far (three):
SMILES | Rin1-Abl PPI inh | CSN deneddyl inh | MLLE-PAM2 inh | TbMetRS inhib | Neddylation inh | FAS-TE inh | MsrA inh | bovine MsrA act | eLon inh
CC(C)CC(=O)N=C1SC2CS(=O)(=O)CC2N1CCc1ccccc1 (stereo not drawn) | -4 | 2 | 6 | -0.8 | i | 0 | 1.2 | -11 | -11
COc1ccc(CCn2cc(C#N)c(=O)[nH]c2=O)cc1OC | -2 | -6 | 2 | -0.5 | i | -4 | -1.0 | -1 | -3
N#Cc1c(-c2ccccc2)nc(SCC(=O)N2c3ccccc3Sc3ccccc32)[nH]c1=O | -8 | 9 | 9 | -0.5 | i | 35 | 0.2 | -9 | -12

Screening data from PubChem BioAssay.
